Screening data: PubChem, several laboratories
MsrA inh = inhibits bovine methionine sulfoxide reductase A. 360,000 compounds, 0.75% hits. inhibition, % at 15.5 µM. AID 651718. purified bovine MsrA, absorbance read-out; in the data active = inhibition above about 4.5%;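 note: 0% = vehicle wells with enzyme and 100% = reference inhibitor wells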
DNMT1 inh = inhibitors of human DNMT1; 360,000 compounds, 0.83% hits; AID 588458; P26358; inhibition (reported as % activation of signal), % at 10 µM; DNMT1 molecular beacon, Hinp1I cleavage, fluorescence; in the data active = inhibition above about 50%
Scp1 inh = Scp-1 (human) phosphatase inhibition | Q9GZU7 | Recombinant Scp1, phosphopeptide, malachite green phosphate absorbance | inhibition, % at 20 µM | 340,000 compounds, 0.88% hits | AID 493091;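 active = inhibition above about 50% at 20 µM, limit read from the data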;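 note: plate controls were DMSO wells with enzyme for no effect and wells lacking enzyme for full effect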
Target sequence (Q9GZU7 76-261 limits assumed): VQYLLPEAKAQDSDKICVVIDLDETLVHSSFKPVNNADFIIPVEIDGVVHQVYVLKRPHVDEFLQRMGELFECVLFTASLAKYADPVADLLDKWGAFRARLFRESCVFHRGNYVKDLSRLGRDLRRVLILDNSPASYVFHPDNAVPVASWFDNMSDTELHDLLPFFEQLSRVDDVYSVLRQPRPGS
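Assay system: SCP-1 catalytic fragment, aa 76-261 | Buffer or medium: Tris acetate buffer pH 5.5 with MgCl2 and Tween-20 | Compound: One concentration, 20 µM, with 1.0% DMSO | Also added: Phospho 17-mer peptide substrate | Signal: Absorbance at 630 nm | Incubation: 45 min enzyme reaction at room temperature | Measure: % inhibition of SCP-1 phosphate liberation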
SUMO1-SIM PPI = alters human SUMO1 binding to SIM partners; AID 602429; SUMO1 binding to a labelled peptide, TR-FRET, 1 h; inhibition, % at 20 µM; 360,000 compounds, 0.33% hits; P63165; in the data active = inhibition above about 37%
Target sequence (P63165 whole entry, looked up): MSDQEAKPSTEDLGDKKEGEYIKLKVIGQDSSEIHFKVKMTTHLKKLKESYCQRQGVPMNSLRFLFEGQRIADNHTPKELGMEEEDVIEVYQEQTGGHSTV
Rpn11 inh = Rpn11 (human) deubiquitinase inhibition; O00487; human 26S proteasome, Ub4-pepOG fluorescence polarization; 20S core pre-blocked with epoxomicin; calls only at 20 µM; 360,000 compounds, 0.59% hits;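 active = inhibition at 20 µM, scaled to each plate's controls, above about 33%, limit read from the data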
STEP inh = blocks human striatal-enriched tyrosine phosphatase | inhibition, % at 20 µM | P54829 | recombinant STEP, OMFP fluorogenic substrate, fluorescence | 360,000 compounds, 0.25% hits;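 active = inhibition at 20 µM, scaled per plate between control wells, above about 37%, limit read from the data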;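 note: 0% = DMSO with enzyme and substrate and 100% = substrate only without enzyme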
Target sequence (P54829 whole entry, looked up): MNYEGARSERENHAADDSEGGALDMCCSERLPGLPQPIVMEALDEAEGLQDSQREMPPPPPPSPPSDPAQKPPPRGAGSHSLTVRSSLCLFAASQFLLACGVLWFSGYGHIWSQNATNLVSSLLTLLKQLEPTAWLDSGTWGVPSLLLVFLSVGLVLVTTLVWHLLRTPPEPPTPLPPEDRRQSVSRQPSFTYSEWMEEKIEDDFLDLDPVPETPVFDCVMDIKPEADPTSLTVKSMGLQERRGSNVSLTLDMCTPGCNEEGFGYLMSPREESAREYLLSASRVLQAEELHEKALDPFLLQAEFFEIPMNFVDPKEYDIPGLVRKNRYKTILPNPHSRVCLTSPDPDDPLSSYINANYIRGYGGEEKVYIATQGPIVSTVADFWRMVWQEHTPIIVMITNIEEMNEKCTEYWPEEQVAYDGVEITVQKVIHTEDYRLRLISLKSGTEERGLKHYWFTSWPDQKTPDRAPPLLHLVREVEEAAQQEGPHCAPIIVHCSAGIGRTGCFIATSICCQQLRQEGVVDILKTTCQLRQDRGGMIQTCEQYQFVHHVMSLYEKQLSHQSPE
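System: STEP (striatal-enriched tyrosine phosphatase) enzyme, cell-free; medium: Bis-Tris pH 6.0 buffer with DTT, detergent; dosing: 20 µM, 1% DMSO; times: reaction 20 min, ambient temperature; detection: fluorescence, 480/540 nm; read-out basis: normalized % inhibition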
LMPTP block = LMPTP (human) inhibition | AID 651560 | 360,000 compounds, 0.22% hits | inhibition, % at 20 µM | P24666 | recombinant LMPTP-A, OMFP fluorogenic substrate, fluorescence intensity;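 active = compounds that cut the enzyme signal by at least half of the control window in the single-dose screen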;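 note: plate controls were DMSO wells with enzyme plus substrate for no effect and substrate without enzyme for full effect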
Target sequence (P24666 whole entry, looked up): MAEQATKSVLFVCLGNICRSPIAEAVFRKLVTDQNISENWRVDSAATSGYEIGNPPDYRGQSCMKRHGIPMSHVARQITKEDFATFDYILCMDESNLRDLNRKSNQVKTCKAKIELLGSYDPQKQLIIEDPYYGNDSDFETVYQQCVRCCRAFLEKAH
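Assay system: LMPTP-A phosphatase enzyme | Input: 0.625 nM enzyme | Also added: Fluorogenic phosphatase substrate OMFP at 400 µM final | Compound dosing: One test concentration per compound, 20 µM, with 3% DMSO overall | Schedule: 50 min enzyme reaction at room temperature, protected from light | Signal: Fluorescence intensity | Benchmarks: no-enzyme and uninhibited controls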
TbMetRS inhib = blocks T. brucei methionyl-tRNA synthetase activity; purified T. brucei MetRS, ATP depletion, Kinase-Glo luminescence; AID 624268; inhibition, % at 11.9 µM; 360,000 compounds, 0.4% hits;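 active = inhibition above a per-plate cutoff of the control wells' mean inhibition plus 3 SD, cut at about 5.5% in these data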;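 note: 0% = DMSO wells median and 100% = median of wells with control inhibitor compound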
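Assay system: T. brucei methionyl-tRNA synthetase, purified | Medium: HEPES buffer with MgCl2, KCl, DTT, spermine, BSA, pyrophosphatase | Compound: 11.9 µM single point | Incubation: 15 min enzyme-compound preincubation, 2 h reaction, 10 min detection, 25 °C | Measured by: Kinase-Glo luciferase luminescence reporting remaining unconsumed ATP | Measure: % inhibition normalized to control-well medians | Replication: Singlicate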
CSN deneddyl inh = blocks human CSN-mediated cullin deneddylation | inhibition, % at 12.5 µM | 360,000 compounds, 0.38% hits | AID 651999 | Purified CSN, SCF-Nedd8-OG deneddylation, fluorescence polarization;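 active = pattern-corrected inhibition above about 35%, with an unprinted fluorescence ratio check between 0.5 and 1.5, limit read from the data, passing the limit was not always enough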;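 note: 0% = enzyme with substrate and 100% = substrate without enzyme; some results filed as inactive read as strong as hits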
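Detection – fluorescence polarization · System – HEK293T-derived human Csn5 enzyme · Controls – substrate-only high control, full reaction low control · Timing – 90 min, room temperature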
NadD block = NadD (S. aureus) enzyme inhibition. purified NadD enzyme, colorimetric absorbance read-out. inhibition, % at 20 µM. 360,000 compounds, 0.78% hits; in the data active = inhibition above about 26%; note: some compounds past the cut are filed as inactive
Active calls of the source: *; i = inactive; / = not tested or not shown.

SMILES	MsrA inh	DNMT1 inh	Scp1 inh	SUMO1-SIM PPI	Rpn11 inh	STEP inh	LMPTP block	TbMetRS inhib	CSN deneddyl inh	NadD block
c1ccc(CN2CCN(c3ncnc4c3[nH]c3ccccc34)CC2)cc1	2.7	-5	3	8	i	8	4.9	6.2*	1	-2
Cc1cc(C)cc(N(CCC#N)C(=O)COC(=O)c2ccccc2SCC(=O)N2CCCC2)c1	-0.7	3	-5	-1	i	0	1.2	-0.2	-1	6
Cc1c[n+]([O-])cc(C)c1Oc1ccccc1	1.1	2	-2	-4	i	1	-0.8	0.6	-3	-1
Nc1nc(-c2ccc(Br)cc2)cc(C(F)(F)F)n1	-0.1	1	-4	-3	i	-3	0.1	0.4	-6	7
O=c1c(-c2ccco2)[n+]([O-])c2ccccc2n1OCc1c(F)cccc1F	-0.2	-4	29	-1	i	-1	-0.4	-0.9	7	-3
O=C1CC2(CCCC2)Oc2ccccc21	0.0	5	4	-3	i	-2	-1.1	-0.3	1	-2
Cc1ccc(S(=O)(=O)CCC(=O)OCc2ccc(S(=O)(=O)C(C)C)cc2)cc1	-0.3	2	3	3	i	-1	-0.7	-0.2	1	-5
Fc1ccc(-c2csc3[n+]2CCS3)cc1	1.2	4	-4	1	i	-3	-1.4	-0.1	5	-5
Cn1c(=O)[nH]c(=O)c2c1nc1n2CC(COc2ccc3ccccc3c2)O1 (configuration not stated)	-0.1	1	29	-2	i	-1	-0.6	-1.0	-1	-3
CC(C)c1ccc(OC(=O)c2ccc3c(=O)n4c(nc3c2)CCC4)cc1	-1.3	-3	38	-2	i	0	1.7	-0.6	-3	4
COc1ccc(-c2cc(C3CCN(c4ccc(C(C)=O)cc4[N+](=O)[O-])CC3)[nH]n2)cc1	1.6	-14	4	-19	i	-1	5.5	-0.6	2	10
O=C(COc1ccc(C(=O)c2ccc(F)cc2)cc1)NCc1ccc(F)cc1	-1.0	-1	-7	2	i	2	1.5	1.3	-14	-7
CN(Cc1ccccc1)C(=O)COC(=O)C12CC3CC(CC(Br)(C3)C1)C2	1.3	-3	-13	-3	i	4	1.3	-0.2	5	-3
COC(=O)c1ccc(/C=N\N2CCN(Cc3ccc(C)cc3)CC2)cc1	-0.6	-3	-2	-3	i	2	1.8	-1.5	-2	0
Cc1ccccc1NC(=O)Cc1nc(COC(=O)CCC(=O)c2ccccc2)cs1	0.9	-5	1	-6	i	-3	-0.8	0.0	-2	-11
O=C(Cn1cc(COc2ccccc2[N+](=O)[O-])nn1)c1ccc(O)cc1	1.1	2	-5	-11	i	1	-1.1	-0.6	-3	2
COc1ccc(CCNC(=O)CCN2C(=O)COc3ccccc32)cc1OC	0.2	1	-4	0	i	1	0.4	-0.8	4	1
COc1ccc(C(=O)CC(C(=O)O)c2ccc3c(c2)OCO3)cc1OC (configuration not stated)	0.1	5	/	10	i	-2	-0.2	0.1	-4	0
Cc1ccc(NC(=O)CN2C(=O)S/C(=C\c3cccn3-c3cccc(C(=O)O)c3)C2=O)cc1C	-0.3	30	79*	-4	i	42*	46	0.4	27	13
O=C(CN1CCN(S(=O)(=O)c2ccc(F)c(Cl)c2)CC1)N1CCc2ccccc21	0.0	-2	-6	2	i	-2	1.3	-0.3	-1	2
O=C(Nc1ccc(CN2CCOCC2)cc1)c1ccc2ccccc2c1	2.6	2	-2	-21	i	1	-1.0	-0.2	-3	3
COc1ccc(C(=O)COC(=O)CN2CC(=O)Oc3ccccc32)cc1Br	-1.8	-2	-11	4	i	-4	-0.7	-0.8	3	-3
C=CCNC(=S)N1CCC2CC1c1c(Cl)cccc12 (configuration not stated)	-0.2	6	/	-3	i	-2	-1.8	-0.1	-6	-5
CC(C)(C)NC(=O)C(c1ccc(Cl)cc1)N(CCO)C(=O)c1snc(C(N)=O)c1N (configuration not stated)	-0.8	3	-7	6	i	1	-1.0	-0.8	4	-2
Cc1nonc1NC(=O)CSc1nc2cc(Cl)ccc2c2c1CCCC2	/	11	15	-68	i	6	4.8	-0.6	3	30*
C=C(C)CNC(=S)N/N=C/c1ccc(NC(C)=O)cc1	3.5	0	-2	-6	i	0	0.2	-0.3	-5	-1
O=C(Nc1ccccc1N1CCOCC1)c1cc(Cl)c2c(c1)OCO2	0.7	-2	-2	2	i	-1	1.6	-0.4	2	2
COc1ccc(Cl)cc1N/C(N)=N/c1nc(C)cc(C)n1	0.9	-1	-7	-4	i	2	1.0	-0.4	4	-4
COc1cc(NS(=O)(=O)c2ccc(NC(=S)NC(=O)COc3ccccc3OC)cc2)nc(OC)n1	-0.1	1	-8	11	i	0	0.8	0.0	-1	11
COc1cccc(OC)c1C(=O)NNC(=O)c1ccccc1-n1cccc1	2.3	-5	9	-1	i	-1	0.2	0.0	-6	3
OCCCn1c(C2CCCN2c2nc(-c3ccc(F)cc3)cs2)nc2cc(C(F)(F)F)ccc21 (configuration not stated)	1.2	-32	4	6	i	2	9.5	-0.4	5	10
Cc1nc2ccc(NC(=O)NC(=O)c3c(Cl)cccc3Cl)cc2o1	-1.2	5	-10	3	i	-3	-0.5	-0.7	-1	-2
CCOC(=O)[C@H]1[C@H]2COc3ccc(Cl)cc3[C@@H]2N2C(=O)CN(CC3CCCO3)C(=O)[C@@]12C (some centres not stated)	-0.3	2	-2	9	i	1	0.2	0.0	-3	-2
OC(CCN1CCC2(CC1)OCCO2)C(F)(F)F (configuration not stated)	0.1	0	-5	-2	i	-5	0.0	-0.7	6	-8
CCN(CC)S(=O)(=O)c1ccc2[nH]cc(C(=O)NCCc3ccc(OC)c(OC)c3)c(=O)c2c1	2.2	-4	6	-1	i	-8	1.8	-0.7	5	-6
Cc1cc(C(=O)N2CCCC(C(=O)c3cc(F)ccc3F)C2)c(C)o1 (configuration not stated)	0.5	38	-2	0	i	1	-0.3	-0.5	0	-2
CC(C)CN1C(=O)C(=O)N(CC(=O)NCCCc2ccccc2)C1=O	-0.6	-1	/	-4	i	1	0.8	-0.3	-4	3
Cc1c(Cl)cccc1NC(=S)NCC(C)C	-0.3	-2	5	3	i	1	-0.8	-0.4	0	-2
COc1ccc(NS(=O)(=O)c2cccc(NC(=O)c3cnccn3)c2)cc1Br	-0.5	-4	-12	7	i	0	2.1	-0.5	-8	-7
COc1ccc(CCNC(=O)c2cc(=O)n(C)c(=O)n2C)cc1OC	0.6	0	-7	-3	i	-5	-1.2	-0.7	-6	-4
Cc1cc(NC(=O)c2ccco2)no1	0.7	0	-3	3	i	1	-3.1	-0.3	3	-6
CC(C)NC(=O)c1sc(=S)n2c1[nH]c(=O)c1ccc(C(=O)NCCc3ccc(Cl)cc3)cc12	0.8	-24	-7	27	i	40*	34	-0.5	2	23
COC(=O)[C@]12CCCCC=C1N(Cc1cccc3ccccc13)C(=O)[C@H](CC(=O)NCc1cccc(C(F)(F)F)c1)C2	1.8	/	/	2	/	/	4.2	-0.9	2	-1
COc1cccc(/C=N/Nc2ncnc3scc(-c4ccccc4)c23)c1OC	0.0	-8	-2	-7	i	-1	2.9	-0.4	1	1
CCN(CC)S(=O)(=O)c1cc(NC(=O)C(C)OC(=O)c2[nH]c(C)c(C(C)=O)c2C)ccc1C (configuration not stated)	0.1	-2	-5	2	i	2	0.2	0.1	2	0

Of the compounds above, these have bromine:
SMILES	MsrA inh	DNMT1 inh	Scp1 inh	SUMO1-SIM PPI	Rpn11 inh	STEP inh	LMPTP block	TbMetRS inhib	CSN deneddyl inh	NadD block
Nc1nc(-c2ccc(Br)cc2)cc(C(F)(F)F)n1	-0.1	1	-4	-3	i	-3	0.1	0.4	-6	7
CN(Cc1ccccc1)C(=O)COC(=O)C12CC3CC(CC(Br)(C3)C1)C2	1.3	-3	-13	-3	i	4	1.3	-0.2	5	-3
COc1ccc(C(=O)COC(=O)CN2CC(=O)Oc3ccccc32)cc1Br	-1.8	-2	-11	4	i	-4	-0.7	-0.8	3	-3
COc1ccc(NS(=O)(=O)c2cccc(NC(=O)c3cnccn3)c2)cc1Br	-0.5	-4	-12	7	i	0	2.1	-0.5	-8	-7

Remaining list, next part.
SMILES	MsrA inh	DNMT1 inh	Scp1 inh	SUMO1-SIM PPI	Rpn11 inh	STEP inh	LMPTP block	TbMetRS inhib	CSN deneddyl inh	NadD block
N#CNC(=Nc1cccc(Cl)c1)Oc1ccccc1	0.0	2	-5	1	i	-1	-0.5	-0.3	-1	-3
Cc1ccc(SCC(=O)N2c3ccccc3Sc3ccccc32)cc1	0.1	0	-18	1	i	5	3.2	-0.4	3	2
CC(=O)C(C)Oc1ccc(Cc2ncc(C(F)(F)F)cc2Cl)cc1 (configuration not stated)	-1.9	7	-6	-4	i	-2	-0.3	-0.4	-2	-10
Cc1ccc(OCC(=O)NN2C(=O)c3ccccc3C2=O)c(C)c1	-0.4	1	-2	-4	i	2	0.1	0.2	1	0
COC(=O)[C@H](CCSC)NC(=O)N1CCN(c2cccc(C(F)(F)F)c2)CC1	-0.2	0	5	-4	i	-4	-0.4	-2.0	5	-4
CN(C)S(=O)(=O)c1cccc(-c2nnc(-c3ccccc3)o2)c1	/	11	-3	1	i	1	0.0	-0.4	4	-4
CN(C(=O)CSc1cc(Cl)ccc1Cl)C1CCS(=O)(=O)C1 (configuration not stated)	0.3	-1	5	0	i	6	-1.7	-0.2	-6	2
CCN(CC)CCCNC(=O)c1nn(-c2cccc(OC)c2)c(=O)c2ccccc12	0.1	-1	-9	0	i	-3	-2.2	-1.0	-1	0
O=S(=O)(Cc1cc(-c2ccccc2)no1)c1ccccc1	-1.2	-3	0	1	i	-4	1.0	-0.9	-6	-2
O=C(O)CSCC(=O)Nc1ccccn1	-0.9	1	-4	5	i	-2	-2.9	0.0	0	0
Cc1ccccc1SCC(=O)Nc1ccc(N2CCOCC2)cc1	0.3	-1	-5	1	i	10	-0.3	-1.1	2	2
COc1ccc(C(NC(=O)/C=C/c2ccco2)c2ccc(OC)cc2)cc1	-0.9	8	33	3	i	2	3.4	0.2	5	10
COc1cccc(-c2noc(Cn3nc(C)c([N+](=O)[O-])c3C)n2)c1	0.1	-7	-13	-3	i	28	-1.7	-0.3	-2	-3
Cc1ccc(NC(=O)CN(C)C(=O)/C=C/c2cccc(F)c2)cc1	2.0	-4	-3	-4	i	-2	-0.6	0.4	-6	-3
CCn1c(-c2cccnc2Cl)nc2cc(Cl)c(Cl)cc21	1.8	0	-3	-2	i	-1	-0.7	-0.8	4	-10
